SR-BI HDL uptake: inhibitors of SR-BI mediated HDL lipid uptake, primary screen, ldlA[mSR-BI] cells, fluorescence, single point; ldlA[mSR-BI] CHO cells, DiI-HDL uptake fluorescence, 3 h; inhibition, % at 12.5 µM; hit rate 0.96% among 320,000;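 active = mean replicate inhibition of at least 70% and a set share of replicates each scoring 70 or more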;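 note: 0% = median of neutral control wells and 100% = median of positive control wells; values of inactives mirror those of a sister screen read the other way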
RTF Ca sens inh: cardiac RTF calcium sensitivity inhibitors, primary screen, biochemical, IANBD-TnC fluorescence, EC70 calcium. IANBD-labeled cardiac RTF, Ca2+ fluorescence. Troponin I, cardiac muscle (Homo sapiens) + Troponin T, cardiac muscle (Homo sapiens) + …. inhibition, % at 7.15 µM. hit rate 0.12% among 340,000;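 active = inhibition above the mean inhibition of all tested compounds plus 3 SD, cut at about 17% in these data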;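 note: assay run at fixed EC70 calcium of 1.6 mM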
Keap1 Nrf2 FP: Keap1-Nrf2 protein-protein interaction inhibitors, primary screen, biochemical, fluorescence polarization, single point; Kelch-like ECH-associated protein 1 (Homo sapiens), Q14145; Keap1 Kelch-Nrf2 peptide fluorescence polarization, 1536-well; AID 504523, 2011; hit rate 0.15% among 340,000; inhibition, % at 9.4 µM; in the data active = inhibition above about 12%;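 note: human Keap1 Kelch domain with fluorescein labeled Nrf2 9mer peptide probe; 0% = neutral control wells and 100% = peptide positive control; higher means more block of Keap1 binding to Nrf2 peptide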
NSD2 inh: NSD2 histone methyltransferase inhibitors, primary screen, biochemical, AlphaScreen, single concentration, set 2; Histone-lysine N-methyltransferase NSD2 (Homo sapiens), O96028; NSD2 peptide methylation, 120 min; inhibition, % at 12.5 µM; hit rate 0.54% among 310,000; AID 743445, 2014; in the data active = inhibition above about 50%
SR-BI uptake up: activators of SR-BI mediated DiI-HDL uptake, primary screen, ldlA[mSR-BI] CHO cells, DiI fluorescence | 3 h; 100 = double the neutral-control signal | activation, % at 12.5 µM | hit rate 0.096% among 320,000;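 active = mean replicate activation of at least 60% and every replicate at or above 60%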;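 note: 0% = median plate neutral-control signal and 100% = twice that signal; values of inactives mirror those of a sister screen read the other way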
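Material: SR-BI-overexpressing, LDLR-lacking CHO cells; schedule: compound exposure 3 h, 37 °C; reagent: DiI-labelled HDL at 10 µg/mL final; technique: bottom-read fluorescence, 550/595 nm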
PvdQ inh: P. aeruginosa PvdQ acylase inhibitors, primary screen, biochemical, fluorescence, plate reader and imaging, single point; PvdQ acylase [Pseudomonas aeruginosa LESB58]; inhibition, % at 10 µM; AID 488965, 2010; purified PvdQ acylase; hit rate 0.063% among 340,000; in the data active = inhibition above about 30%, passing the limit was not always enough;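 note: 0% = vehicle neutral wells and 100% = reference inhibitor wells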
Arrestin-AP2 inh: inhibitors of beta-arrestin/AP2 binding, primary screen, biochemical, GPCR trafficking, flow cytometry | hit rate 0.31% among 340,000 | AID 504490, 2011 | inhibition, % at 10 µM | FITC-arrestin peptide / GST-AP2 beads; AP2 beta2 appendage carries R879A mutation | beta-arrestin 1 C-terminal peptide binding to AP2 beta2-adaptin appendage (human);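 active = inhibition above a set limit, near 3 SD of compounds lacking own fluorescence, cut at about 54% in these data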;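 note: plate controls were DMSO wells for no effect and 5 µM unlabelled arrestin peptide for full effect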
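System: GST-AP2 R879A glutathione beads; medium: PBS, Tween 20 0.05%, BSA 0.1%; reagent: fluorescein-tagged arrestin peptide at 50 nM final; schedule: pre-incubation 12 min, peptide binding 1 h, room temperature; detection: flow cytometry, FL1 (488/535 nm); read-out: inhibition as reduced fluorescein signal on beads, percent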
LANA DNA inh: inhibitors of KSHV C-LANA binding to DNA, primary screen, biochemical, fluorescence polarization, FAM-LBS DNA, MBP-C-LANA, single point. AID 504423, 2011. hit rate 0.078% among 340,000. inhibition, % at 9 µM. Kaposi's sarcoma herpesvirus LANA C-terminal domain (residues 932-1162) DNA binding;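 active = highest replicate inhibition at or above 60% at 9 µM, even if other replicates fall short; inactive = all replicates below 60% inhibition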;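 note: 0% = neutral control wells and 100% = 4 µM acridine orange control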
PKA-R2B act: activators of PKA-R2B holoenzyme, primary screen, biochemical, fluorescence polarization, Cy5-IP20, human. activation, % at 11.4 µM. hit rate 0.079% among 340,000. cAMP-dependent protein kinase catalytic subunit beta (Homo sapiens) + cAMP-dependent …. PKA-R2B holoenzyme dissociation; R2B truncated from residue 108, S112A mutant; 0% DMSO only, 100% 113 µM cGMP. AID 504700, 2011;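 active = activation above a cutoff set at the mean over all compounds plus 3 SD, cut at about 18% in these data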;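 note: higher means more holoenzyme dissociation and a rise in polarization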
Target sequence (P31323 whole entry, looked up, other chains not shown, the tested form may be a part): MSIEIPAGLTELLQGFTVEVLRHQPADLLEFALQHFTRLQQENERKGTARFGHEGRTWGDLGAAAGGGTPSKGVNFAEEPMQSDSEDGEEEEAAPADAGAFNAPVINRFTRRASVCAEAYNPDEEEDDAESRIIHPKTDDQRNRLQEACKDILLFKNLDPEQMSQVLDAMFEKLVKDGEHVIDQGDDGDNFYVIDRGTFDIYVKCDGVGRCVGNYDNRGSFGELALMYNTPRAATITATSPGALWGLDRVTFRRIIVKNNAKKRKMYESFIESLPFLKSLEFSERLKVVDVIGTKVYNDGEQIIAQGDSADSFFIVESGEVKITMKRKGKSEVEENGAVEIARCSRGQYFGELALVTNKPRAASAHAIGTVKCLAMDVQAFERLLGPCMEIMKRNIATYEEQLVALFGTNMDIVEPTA
DAGLB inhibitor: DAGLB lipase inhibitors, primary screen, biochemical, fluorescence, HTS. HEK293T DAGLB membrane lysate, EnzChek fluorogenic substrate. Diacylglycerol lipase-beta (Homo sapiens), Q8NCG7. AID 504411, 2011. inhibition, % at 5.17 µM. hit rate 0.059% among 340,000; in the data active = inhibition above about 34%;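 note: 0% = enzyme with vehicle and 100% = wells lacking enzyme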
Target sequence (Q8NCG7 whole entry, looked up): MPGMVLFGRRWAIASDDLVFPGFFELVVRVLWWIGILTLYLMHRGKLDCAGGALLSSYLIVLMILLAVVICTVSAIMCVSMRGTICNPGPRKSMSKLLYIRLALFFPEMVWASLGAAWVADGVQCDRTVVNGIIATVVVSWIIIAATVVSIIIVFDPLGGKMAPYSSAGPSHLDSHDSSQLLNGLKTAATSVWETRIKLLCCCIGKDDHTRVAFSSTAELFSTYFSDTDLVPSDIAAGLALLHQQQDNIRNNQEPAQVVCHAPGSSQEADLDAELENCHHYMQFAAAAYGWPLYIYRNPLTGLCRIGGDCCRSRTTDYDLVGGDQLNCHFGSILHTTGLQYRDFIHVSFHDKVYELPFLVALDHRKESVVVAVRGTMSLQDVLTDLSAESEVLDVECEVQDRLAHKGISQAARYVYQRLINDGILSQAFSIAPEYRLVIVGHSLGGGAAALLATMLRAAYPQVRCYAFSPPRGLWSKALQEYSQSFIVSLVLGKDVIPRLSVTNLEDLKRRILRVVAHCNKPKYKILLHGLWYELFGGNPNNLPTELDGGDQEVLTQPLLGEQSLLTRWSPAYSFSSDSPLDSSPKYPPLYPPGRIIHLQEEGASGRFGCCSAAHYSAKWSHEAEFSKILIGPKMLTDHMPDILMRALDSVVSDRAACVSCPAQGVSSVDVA
* hit, by the source's call; · = not tested or not shown; & = joins results of further samples; ! = not confirmed by another sample.

SMILES	SR-BI HDL uptake	RTF Ca sens inh	Keap1 Nrf2 FP	NSD2 inh	SR-BI uptake up	PvdQ inh	Arrestin-AP2 inh	LANA DNA inh	PKA-R2B act	DAGLB inhibitor
O=C1C(NS(=O)(=O)c2cccs2)=C(N2CCN(c3cccc(Cl)c3)CC2)C(=O)c2ccccc21	81*	-4	-7	19	-81	-11	1	-0.7	-9	41*
NC(=NCCCCCCN=C(N)/N=C(\N)Nc1ccc(Cl)cc1)/N=C(\N)Nc1ccc(Cl)cc1	-92&-87&-9	2&-4&-2	0&-3&-1	·	92*!	-8&-14&0	-6&-16&13	-7.1&-0.7&0.3	-3&-5&-8	7&7&0
O=C(c1ccc2ccccc2c1)N1CCN(c2ccccn2)CC1	-31	-2	1	1	31	-7	-7	7.5	9	-5
CCn1c(C(=O)O)c(CC(=O)Nc2ccc(Br)cc2C)c2ccccc21	·	-5	-4	1	·	-17	10	0.8	-1	9
COc1cc(SC)ccc1C(=O)OCC(=O)N1CCN(C(C)=O)CC1	8	6	-2	-2	-8	-12	-7	0.0	-11	-2
Cc1nc(NC(=O)c2ccccc2[N+](=O)[O-])sc1C(=O)N(C)C	-3	-21	-7	-1	3	-11	2	-0.5	2	1
COC(=O)C1[C@H]2C(=O)N(Cc3cccs3)C[C@]23C=C[C@H]1O3 (some centres undefined)	-1	-13	-9	1	13	-10	1	-1.8	1	0
CCOc1ccc(Oc2cc(NC(=O)c3ccco3)cc([N+](=O)[O-])c2)cc1	16	3	-1	-1	-16	-6	11	4.6	11	-4
Cc1noc(C)c1COC(=O)CNC(=O)c1ccc(Cl)cc1	4	-2	1	-3	-4	-12	-11	0.7	-10	-1
Cc1cccc(C)c1N1CCN(C(=O)Nc2ccc3c(c2)OCCO3)CC1	22	3	-1	·	-22	10	26	-2.0	-2	-3
Cc1cc(Br)ccc1NC(=S)NC1CCCC1	58	-1	-6	-2	-58	-8	2	0.0	3	-1
O=C(CC1SC(N2CCCCC2)=NC1=O)Nc1ccc(C(=O)NCCc2ccc(F)cc2)cc1 (centres undefined)	56	7	-4	-1	-56	13	-6	0.7	-7	-1
O=C(NCCCN1CCOCC1)c1onc(CSc2ccncc2)c1C(=O)NCCCN1CCOCC1	-16	2	0	·	16	2	34	2.9	3	-1
CC(C(=O)Nc1ccc2c(c1)OCO2)N1CCC(N2CCCCC2)CC1 (centres undefined)	-8	-12	-6	5	8	-14	-1	-0.7	4	2
COc1ccc(-n2nnc3c(=O)n(C/C=C/c4ccccc4)cnc32)cc1	9	-2	-2	-2	-9	-8	10	-0.5	-6	-5
COc1ccc(NC(=O)NC2CCCc3ccccc32)cc1 (centres undefined)	18	-3	-5	-4	-18	-8	4	-0.3	4	3
Cc1cccc(C(=O)Nc2ccc3c(c2)ncn3C)c1	21	3	-4	3	-21	11	2	-0.1	0	-2
COc1cc2cc(CCCOC(=O)c3ccc(C(F)(F)F)cc3)oc(=O)c2cc1OC	34	9	-5	·	-34	-2	-1	1.8	-3	-4
O=C(NNC(=O)c1cccs1)c1ccco1	-13	-4	0	-4	13	7	35	-0.5	-3	1
COc1ccc(C(=O)OCC(=O)NC2CC2)cc1[N+](=O)[O-]	-37	2	-3	-1	37	-15	-1	-0.7	6	0
O=C(Nc1ccc(S(=O)(=O)Nc2nccs2)cc1)c1cccc(N2C(=O)c3ccccc3C2=O)c1	5	-3	-4	0	-5	-15	2	7.6	0	4
O=C1c2ccsc2SCCN1Cc1ccc(F)cc1	2	-2	-5	-3	-2	-12	-9	-6.1	-7	-3
CCC1=NC(c2ccc(OC)c(OC)c2)N(O)C1(C)C (centres undefined)	9	-16	1	-1	-9	-17	-12	0.0	12	1
CCN(CC)CCOC(=O)c1ccc(NC(=O)CNC(=O)C2CCCCC2)cc1	1	-18	1	23	-1	-6	20	-0.3	13	6
O=C(Nc1ccccc1)/C(=C/c1cccnc1)NC(=O)c1ccccc1	-10	-1	-4	-2	10	-10	-3	-0.7	5	-2
COC(=O)[C@@H](Cc1c[nH]c2ccccc12)NC(=O)C1CCCN(S(=O)(=O)c2ccc(C)cc2)C1 (some centres undefined)	3	-1	0	2	-3	-17	5	0.5	10	0
COc1ccccc1N(C)S(=O)(=O)c1ccc(C(=O)Nc2ccc3nc(C)sc3c2)cc1	·	0	-2	1	·	-9	-1	-0.5	-10	-1
COc1cccc(NC(=O)[C@@H]2CCCN2C(=O)C2CCN(S(=O)(=O)c3ccc(C)cc3)CC2)c1	-9	-13	-1	0	9	-9	5	0.3	3	0
CC(C)CN1C(=O)C(=O)N(CC(=O)c2ccc[nH]2)C1=O	0	1	-3	-1	0	1	-4	-2.5	-11	0
O=C1CC(N2CCSCC2)C(=O)N1CCc1ccccc1 (centres undefined)	-13	-3	4	-1	13	-12	-6	3.5	14	-3
CC(C)Cn1c(-c2cc([N+](=O)[O-])ccc2Cl)nc2c1c(=O)[nH]c(=O)n2Cc1ccccc1	-20	-19	3	1	20	-3	-6	-0.6	-6	4
COc1ccc(OC)c(S(=O)(=O)Nc2cccc(O)c2)c1	-8	-2	2	0	8	-5	-10	-0.2	7	1
COc1ccccc1N(CC(=O)N1CCCCCC1)S(=O)(=O)c1ccc(C)cc1	-24	-21	-7	2	24	-14	-4	-1.7	1	2
CCC(CO)N=C1CC(C)(C)CC(=O)/C1=C(/O)CCCN1C(=O)c2ccccc2C1=O (centres undefined)	-24	-1	-1	7	24	6	25	0.6	-10	0
C=CCNC(=O)C1CC(=O)N(c2ccc(OCc3ccccc3Cl)cc2)C1 (centres undefined)	33	-8	-1	-1	-33	-3	42	0.1	-8	-3
COc1ccccc1OCc1nnc(SCC(=O)c2cc(Cl)ccc2OC)o1	46	0	1	-1	-46	2	4	-0.5	-3	-5
CS(=O)(=O)Oc1ccccc1/C=C1/N=C(c2ccc(F)cc2)OC1=O	4	-2	4	·	-4	16	-7	-0.4	-6	3
O=C(NCc1ccco1)c1cc(-c2ccccn2)nc2ccccc12	7	-8	-5	1	-7	-5	-2	-0.4	-8	3
COc1ccc(S(=O)(=O)NC2CC(=O)N(c3ccc(C)c(C)c3)C2)cc1C (centres undefined)	-19	-10	-9	11	19	-4	0	1.0	-2	1
COC(=O)c1cccc(NC(=O)COC(=O)CSc2nc(C)cc(C)n2)c1	-10	-4	2	-2	10	-9	3	0.9	-9	0

3 entries already listed, arranged by the value under DAGLB inhibitor, lowest first:
SMILES	SR-BI HDL uptake	RTF Ca sens inh	Keap1 Nrf2 FP	NSD2 inh	SR-BI uptake up	PvdQ inh	Arrestin-AP2 inh	LANA DNA inh	PKA-R2B act	DAGLB inhibitor
C=CCNC(=O)C1CC(=O)N(c2ccc(OCc3ccccc3Cl)cc2)C1 (centres undefined)	33	-8	-1	-1	-33	-3	42	0.1	-8	-3
CS(=O)(=O)Oc1ccccc1/C=C1/N=C(c2ccc(F)cc2)OC1=O	4	-2	4	·	-4	16	-7	-0.4	-6	3
CC(C)Cn1c(-c2cc([N+](=O)[O-])ccc2Cl)nc2c1c(=O)[nH]c(=O)n2Cc1ccccc1	-20	-19	3	1	20	-3	-6	-0.6	-6	4

Next part:
SMILES	SR-BI HDL uptake	RTF Ca sens inh	Keap1 Nrf2 FP	NSD2 inh	SR-BI uptake up	PvdQ inh	Arrestin-AP2 inh	LANA DNA inh	PKA-R2B act	DAGLB inhibitor
Cc1ccccc1Nc1nnc(SCC(=O)NC2CCCc3ccccc32)s1 (centres undefined)	16	0	-5	-2	-16	-8	8	0.1	-11	2
CN1C(=O)C(Cl)(Cl)C(=O)c2ccccc21	-13	-3	-5	·	13	2	1	-0.3	0	1
Cc1ccc(NC(=O)CCc2nnc3ccc(NCc4ccco4)nn23)cc1	20	-1	-5	3	-20	-14	5	1.4	11	0
COC(=O)c1[nH]c(C)c(/C(O)=C2\C(=O)C(=O)N(CCN(C)C)C2c2cccs2)c1C (centres undefined)	-13	-8	-6	5	13	-15	-1	1.5	7	-9
CCN(CCO)c1nc(SC)nc2c1sc1nc(-c3ccco3)c3c(c12)CCC3	1	4	-2	·	-1	12	2	-1.2	3	-3
Cc1cccc(C(=O)OCC(=O)Nc2ccc(N3CCCCC3)cc2)c1O	22	7	0	4	-22	1	1	-0.4	-2	-2
CC(C)(C)SCCNS(=O)(=O)c1ccccc1	-6	-9	-1	1	6	2	3	0.8	-10	0
CCOCCCN1C(=O)CN(C2CCCCC2)C(=O)C1c1ccc(OCC)c(OC)c1 (centres undefined)	-14	-3	-2	-2	14	-8	-5	-0.6	1	-2
O=C(Nc1cccc(F)c1)/C(=C\c1ccco1)NC(=O)c1ccco1	20	-8	-5	3	-20	11	-8	0.4	-1	0
CCC(C)(C(=O)NC1CCCCC1)N(C(=O)c1ccccn1)c1ccccc1 (centres undefined)	-7	-3	-5	-1	7	-17	-1	1.5	9	0
O=C(NCCCn1ccnc1)C(=O)c1c[nH]c2ccccc12	-6	2	4	-1	6	1	30	-0.5	-7	-2
COc1ccc(C(=O)N2CCN(c3ccc([N+](=O)[O-])c(-n4nc(C)cc4C)c3)CC2)cc1	-8	1	2	3	8	-8	-3	-2.0	4	2
Cc1cccc(C)c1N(CC(=O)N1CCN(C)CC1)S(C)(=O)=O	-43	-13	-2	0	43	-26	5	0.6	-5	4
CCOC(=O)N1CCN(C(=O)CSCC(=O)Nc2nc(-c3ccc(OC)cc3)cs2)CC1	64	4	-1	0	-64	-8	4	1.7	4	-2
O=C(Nc1ccc2ccccc2n1)c1ccccc1Br	5	-8	1	-1	-5	-4	-2	0.1	-7	1
CCc1nn(CC(=O)NCCN2CCN(C)CC2)c(=O)c2cc3c(OC)cccc3n12	-13	2	-1	-2	13	-16	-4	-0.7	9	1
CC1(C)CC2CC(C)(CN2S(=O)(=O)c2cccc(C(=O)OCC(N)=O)c2)C1 (centres undefined)	-12	-9	-3	6	12	-4	48	0.7	8	2
Cc1cc(CSCc2ccc(Cl)cc2)no1	-2	-7	-3	-1	2	-12	-19	1.3	8	-9
Cc1ccc(N2CC(C(=O)NCc3n[nH]c(=O)c4ccccc34)CC2=O)cc1C (centres undefined)	15	-11	-6	0	-15	-13	5	-0.2	6	0

High-throughput results (PubChem BioAssay)
